Screening data from PubChem.
V-ATPase pH: yeast V-ATPase proton transport regulation by pHLuorin. S. cerevisiae, pHLuorin cytosolic pH fluorescence. response, % at 10 µM. 0.37% of 350,000 active; in the data active = response mostly above about 7.3%, no sharp cut-off; inactive = mostly below about 5.4%; also: actives read high; inactives centre near 0; some compounds called inactive have numbers as strong as hits; reference of the scale not given here
cardiac RTF act: increases calcium sensitivity of human cardiac regulated thin filaments; P19429+P45379; IANBD-labeled TnC RTF fluorescence at EC20 calcium; 0% EC20 calcium, 100% full calcium; activation, % at 7.2 µM; 0.24% of 340,000 active;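 active = activation above the mean over all tested compounds plus 3 SD, cut at about 30% in these data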;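 also: rise in fluorescence read as greater calcium sensitivity of cardiac thin filaments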
OPRM1-OPRD1 ag: OPRM1-OPRD1 heterodimerization agonism; cells, luminescence; activation, % at 9.3 µM; 0.3% of 340,000 active; in the data active = activation above about 18%;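 also: 0% = vehicle-treated cells and 100% = reference agonist; values of inactives mirror those of a sister screen read the other way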
Wnt bcat act: Wnt/beta-catenin pathway activation | Wnt/beta-catenin reporter cell assay, activator, plate reader | AID 743398 | activation, % at 9.35 µM | 1.2% of 300,000 active; in the data active = activation above about 30%, passing the limit was not always enough;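 also: 0% = neutral control wells and 100% = positive control wells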
OPRM1-OPRD1 inv: inverse agonist of human OPRM1-OPRD1 heterodimerization. P35372+P41143. cell-based MOR-DOR heterodimer luminescence, inverse agonism. inhibition, % at 9.3 µM. 0.21% of 340,000 active; in the data active = inhibition above about 22%, passing the limit was not always enough;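 also: 0% = cells with DMSO and 100% = wells without cells with DMSO; values of inactives mirror those of a sister screen read the other way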
Arr AP2 block: human beta-arrestin and AP2 interaction inhibition; FITC-arrestin peptide / GST-AP2 beads, flow cytometry; AP2 beta2 appendage carries R879A mutation; inhibition, % at 10 µM; 0.31% of 340,000 active; AID 504490;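 active = inhibition above a set limit, near 3 SD of compounds lacking own fluorescence, cut at about 54% in these data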;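 also: plate controls were DMSO wells for no effect and 5 µM unlabelled arrestin peptide for full effect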
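system = GST-tagged AP2 beta2-adaptin appendage (R879A) on 4 µm glutathione beads | reagent = FITC-labelled arrestin peptide probe, 50 nM final | schedule = compound with beads 12 min RT, then probe 1 h RT | signal = HyperCyt-sampled flow cytometry, FL1 channel, ex 488/em 535 nm | read-out = percent response from loss of bead-bound FITC fluorescence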
Keap1 Nrf2 FP: Keap1-Nrf2 (human) interaction inhibition; AID 504523; Q14145; Keap1 Kelch-Nrf2 peptide fluorescence polarization, 1536-well; inhibition, % at 9.4 µM; 0.15% of 340,000 active; in the data active = inhibition above about 12%;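 also: human Keap1 Kelch domain with fluorescein labeled Nrf2 9mer peptide probe; 0% = neutral control wells and 100% = peptide positive control; higher means more block of Keap1 binding to Nrf2 peptide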
Target sequence (Q14145 whole entry, looked up, the tested form may be a part): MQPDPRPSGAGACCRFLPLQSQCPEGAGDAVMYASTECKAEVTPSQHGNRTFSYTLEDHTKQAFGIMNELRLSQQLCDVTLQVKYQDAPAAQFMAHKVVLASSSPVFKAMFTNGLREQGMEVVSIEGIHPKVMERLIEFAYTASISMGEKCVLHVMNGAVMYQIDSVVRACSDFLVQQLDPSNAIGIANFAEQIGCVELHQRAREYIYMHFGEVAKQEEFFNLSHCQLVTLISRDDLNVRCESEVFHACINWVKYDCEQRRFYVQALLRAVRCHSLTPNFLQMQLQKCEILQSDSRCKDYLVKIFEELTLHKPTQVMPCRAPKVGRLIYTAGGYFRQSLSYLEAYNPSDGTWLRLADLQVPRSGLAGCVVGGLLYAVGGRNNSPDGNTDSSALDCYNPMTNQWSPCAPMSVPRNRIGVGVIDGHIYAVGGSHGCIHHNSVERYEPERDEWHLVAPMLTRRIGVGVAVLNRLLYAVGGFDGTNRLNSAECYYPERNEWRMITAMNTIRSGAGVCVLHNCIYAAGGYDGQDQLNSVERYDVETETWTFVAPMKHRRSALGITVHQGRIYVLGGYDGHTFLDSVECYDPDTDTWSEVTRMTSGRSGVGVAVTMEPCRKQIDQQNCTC
C-LANA FP: inhibitors of KSHV LANA C-terminal domain DNA binding; AID 504423; MBP-C-LANA/FAM-LBS DNA binding, fluorescence polarization; inhibition, % at 9 µM; 0.078% of 340,000 active;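 active = highest replicate inhibition at or above 60% at 9 µM, even if other replicates fall short; inactive = all replicates below 60% inhibition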;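 also: 0% = neutral control wells and 100% = 4 µM acridine orange control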
Cardiac RTF inh: cardiac RTF calcium desensitization | P19429+P45379 | IANBD-labeled cardiac RTF, Ca2+ fluorescence | inhibition, % at 7.15 µM | 0.12% of 340,000 active;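 active = inhibition above the mean inhibition of all tested compounds plus 3 SD, cut at about 17% in these data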;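 also: assay run at fixed EC70 calcium of 1.6 mM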
Pemphigus Ab inh: human desmoglein-3 autoantibody binding inhibition; P32926; DSG3-coupled beads, scFv-anti-DSG3-GFP binding, flow cytometry; active compounds read low; binding (percent of control), % at 10 µM; 0.48% of 310,000 active;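 active = binding more than 3 SD below its plate's average and above zero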;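 also: hits lower antibody fragment binding to DSG3; some compounds called inactive have numbers as strong as hits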
* = called active by the depositor; x = not tested or not shown.

SMILES | V-ATPase pH | cardiac RTF act | OPRM1-OPRD1 ag | Wnt bcat act | OPRM1-OPRD1 inv | Arr AP2 block | Keap1 Nrf2 FP | C-LANA FP | Cardiac RTF inh | Pemphigus Ab inh
Cc1cc(C)c(C#N)c(SCCS(=O)(=O)Cc2ccc(Cl)cc2)n1 | 1 | 10 | -3.5 | x | 20 | 1 | -6 | -0.6 | 7 | 101
COc1cc(C(=O)O)ccc1OCc1c(C)noc1C | -1 | 0 | -1.6 | x | 8 | -9 | 1 | 1.2 | -2 | 100
O=S(=O)(CCN1CCN(c2ccccc2O)CC1)c1cc(Cl)ccc1Cl | 3 | -1 | -0.6 | 3 | 4 | -5 | -1 | -0.3 | -5 | 98
Cc1ccc2[nH]cc(/C=C/c3cc[n+](C)cc3)c2c1 | 0 | 230* | 0.2 | -7 | -1 | -24 | -167 | -21 | -243 | 217
COc1ccc(C2NC(=O)NC3=C2C(=O)CCC3)cc1 (centres undefined) | -1 | -2 | -3.9 | 0 | 19 | -15 | 2 | -2.8 | -5 | 99
Cc1ccc(C)c(S(=O)(=O)N2CCCCC2CCNC(=O)C(=O)NC2CCCC2)c1 (centres undefined) | 9 | 0 | -4.9 | -3 | 24 | -4 | -2 | -1.2 | 4 | 104
Cc1ccc(NS(=O)(=O)c2ccc(C(=O)N3CCCC(C(F)(F)F)C3)cc2)cc1 (centres undefined) | -1 | 0 | 1.1 | 1 | -7 | -10 | 4 | 1.9 | -6 | 100
Cc1ccc(-c2noc(CCC(=O)NCc3ccccc3CN3CCOCC3)n2)cc1 | -2 | -4 | 2.0 | -6 | -8 | -2 | -4 | 1.4 | -5 | 112
COc1ccc(-c2nn(-c3ccccc3)cc2/C=C(\C#N)S(=O)(=O)c2ccccc2)cc1OC | 0 | -2 | -0.9 | 3 | 5 | 78* | 0 | 1.5 | 4 | 122
CCOC(=O)C[C@H]1c2ccc(C(F)(F)F)cc2S(=O)(=O)N1Cc1ccccc1 | -4 | -5 | -0.7 | -4 | 4 | 1 | -4 | 0.8 | -10 | 95
c1ccc(Nc2ncnc3c2oc2ccccc23)cc1 | 2 | -1 | -2.3 | 29 | 14 | -7 | 5 | 1.4 | -1 | 100
Cc1cccc(NC(=O)COC(=O)Cc2c[nH]c3ccccc23)c1C | -1 | 0 | -0.6 | 0 | 3 | 6 | -4 | 0.8 | -3 | x
CCOC(=O)c1ccc(Nc2ncnc3c2cnn3C)cc1 | 5 | 4 | -0.3 | 4 | 2 | 17 | -4 | 0.5 | 5 | 108
CCN(CC)CCCNC(=O)CSc1nc(C)cc(C)n1 | -1 | -1 | -2.5 | -17 | 12 | 5 | -4 | -1.0 | 0 | 108
COc1ccc2[nH]c3c(c2c1)CCN1C(=O)C(CC(=O)NC(C)(C)C)C[C@H](C(=O)N2CCOCC2)[C@@]31CCC1CCCC1 (some centres undefined) | -2 | 2 | -1.9 | -5 | 10 | -5 | 1 | 0.6 | -1 | 93
N#CC1=C(N)Oc2n[nH]c(-c3cccnc3)c2C1c1ccc([N+](=O)[O-])o1 (centres undefined) | -1 | 7 | 3.0 | 3 | -14 | -15 | -1 | -3.7 | -6 | 106
O=C(O)C1=NN(c2ccccc2)C(=O)CC1 | -3 | 6 | -0.6 | 0 | 3 | 1 | -7 | -0.3 | -3 | 108
O=C(CN(C(=O)CNC(=O)c1cccs1)c1ccccc1F)NC1CCCCC1 | -1 | -6 | 0.1 | 1 | 0 | -4 | 0 | -1.8 | -16 | 122
C=CCNC(=O)COc1ccccc1C#N | 2 | 4 | -1.8 | 1 | 9 | 3 | -1 | 1.6 | 4 | 99
CC(C)(C)NC(=O)CN(C(=O)C1CSC(=O)C1)c1ccccc1F (centres undefined) | -2 | 0 | -2.9 | -1 | 15 | 11 | 3 | -1.9 | 4 | 95

An excerpt from the list above, as a working copy:
SMILES | V-ATPase pH | cardiac RTF act | OPRM1-OPRD1 ag | Wnt bcat act | OPRM1-OPRD1 inv | Arr AP2 block | Keap1 Nrf2 FP | C-LANA FP | Cardiac RTF inh | Pemphigus Ab inh
Cc1cccc(NC(=O)COC(=O)Cc2c[nH]c3ccccc23)c1C | -1 | 0 | -0.6 | 0 | 3 | 6 | -4 | 0.8 | -3 | x
CCOC(=O)c1ccc(Nc2ncnc3c2cnn3C)cc1 | 5 | 4 | -0.3 | 4 | 2 | 17 | -4 | 0.5 | 5 | 108
CCN(CC)CCCNC(=O)CSc1nc(C)cc(C)n1 | -1 | -1 | -2.5 | -17 | 12 | 5 | -4 | -1.0 | 0 | 108
COc1ccc2[nH]c3c(c2c1)CCN1C(=O)C(CC(=O)NC(C)(C)C)C[C@H](C(=O)N2CCOCC2)[C@@]31CCC1CCCC1 (some centres undefined) | -2 | 2 | -1.9 | -5 | 10 | -5 | 1 | 0.6 | -1 | 93
N#CC1=C(N)Oc2n[nH]c(-c3cccnc3)c2C1c1ccc([N+](=O)[O-])o1 (centres undefined) | -1 | 7 | 3.0 | 3 | -14 | -15 | -1 | -3.7 | -6 | 106
O=C(O)C1=NN(c2ccccc2)C(=O)CC1 | -3 | 6 | -0.6 | 0 | 3 | 1 | -7 | -0.3 | -3 | 108
O=C(CN(C(=O)CNC(=O)c1cccs1)c1ccccc1F)NC1CCCCC1 | -1 | -6 | 0.1 | 1 | 0 | -4 | 0 | -1.8 | -16 | 122
C=CCNC(=O)COc1ccccc1C#N | 2 | 4 | -1.8 | 1 | 9 | 3 | -1 | 1.6 | 4 | 99
CC(C)(C)NC(=O)CN(C(=O)C1CSC(=O)C1)c1ccccc1F (centres undefined) | -2 | 0 | -2.9 | -1 | 15 | 11 | 3 | -1.9 | 4 | 95

Additional structures.
SMILES | V-ATPase pH | cardiac RTF act | OPRM1-OPRD1 ag | Wnt bcat act | OPRM1-OPRD1 inv | Arr AP2 block | Keap1 Nrf2 FP | C-LANA FP | Cardiac RTF inh | Pemphigus Ab inh
CCOC(=O)c1c(C)[nH]c(C(=O)N(C)CC(=O)Nc2ccc(OC)cc2)c1C | -3 | -1 | -1.3 | 0 | 5 | 1 | 0 | -1.7 | -1 | x
O=C(Nc1ccccc1C(=O)N1CCCC1)c1ccc(Cl)cc1Cl | 5 | -10 | -2.5 | 0 | 13 | 49 | 3 | 1.5 | -8 | 94
O=C(CCS(=O)(=O)c1ccc(Br)cc1)N1CCN(c2ccc(F)cc2)CC1 | 5 | 0 | -0.9 | 1 | 5 | -18 | -6 | 2.8 | -3 | 70
O=C(NCc1ccc(F)cc1)C1CCCN1S(=O)(=O)c1cccc2nsnc12 (centres undefined) | -1 | 7 | -0.1 | -2 | 0 | 7 | -3 | -2.1 | -4 | 113
CC(=O)N/N=C(\C)CC(=O)Nc1cccc(C(F)(F)F)c1 | 0 | -3 | -0.1 | 1 | 1 | 8 | -6 | -2.0 | -7 | 103
COC(=O)c1c(C)[nH]c(C(=O)CSc2ccc(Cl)cc2)c1C | 2 | 2 | 2.9 | 15 | -14 | 2 | -4 | 0.0 | -5 | 99
Fc1ccccc1N=C1NN=C(c2ccccc2)CS1 | 0 | -4 | -2.6 | -1 | 14 | -6 | -4 | 3.2 | -1 | 105
O=C(COc1ccccc1)NC1=NCCS1 | 1 | -1 | -1.5 | 2 | 9 | 8 | -6 | -1.1 | 3 | 93
CC(C)(C)NC(=S)NNC(=O)c1ccccc1Cl | -1 | -7 | -6.2 | x | 32 | -5 | -5 | -0.7 | -4 | 101
Cc1cc(C)c(NS(=O)(=O)c2cccc3cccnc23)c(C)c1 | -2 | 8 | -2.1 | x | 11 | -9 | -8 | -0.8 | 3 | 110
O=C(CSc1nc(-c2ccccc2)cs1)Nc1nccs1 | -2 | -1 | 13 | -12 | -70 | -2 | -1 | 2.2 | -3 | 85
Cc1ccc(S(=O)(=O)Nc2ccccc2C(=O)N2CCCCC2)cc1 | 0 | 5 | -0.3 | 1 | 1 | -11 | 4 | 1.3 | -3 | 100
CN(CC1CCCN(CCc2ccccc2F)C1)C(=O)c1ccoc1 (centres undefined) | -2 | 0 | -0.6 | 1 | 3 | -18 | -5 | -1.8 | -1 | 99
Cc1ccccc1S(=O)(=O)NC1=NCCCCC1 | -3 | -3 | -1.7 | -7 | 10 | -5 | -5 | 0.2 | -2 | 100
CCOc1cccc(Nc2cc3n(c(=O)n2)CCc2cc(OC)c(OC)cc2-3)c1 | -2 | 0 | -4.3 | x | 19 | 27 | -4 | 0.5 | -3 | 103
COCCOC(=O)/C=C1/NC(=O)CS1 | 1 | 8 | -0.7 | -8 | 4 | -6 | -6 | -0.8 | 0 | 103
N/C(=N\c1nc(CSc2ccc(Cl)cc2)cc(=O)[nH]1)Nc1cccc2ccccc12 | 3 | 0 | -0.6 | -1 | 4 | -3 | 3 | 0.6 | 5 | 83
Cc1ccc(S(=O)(=O)N/N=C/c2ccc(O)cc2O)cc1[N+](=O)[O-] | 0 | 1 | -1.8 | 22 | 9 | 5 | -3 | -2.1 | 2 | 91
CC(C)CN(C(=O)CSc1nnc2c(Cl)cc(C(F)(F)F)cn12)C1CCS(=O)(=O)C1 (centres undefined) | 3 | 12 | 0.1 | 0 | -1 | -3 | 3 | 0.0 | 0 | x
Cc1[nH]c2ccccc2c1N=Nc1ccccc1C(=O)O | -3 | -11 | -2.9 | 3 | 15 | 12 | 11 | 2.5 | -1 | 109
Cc1cc(N2CCN(S(=O)(=O)c3ccccc3)CC2)c2ccccc2n1 | 1 | 4 | -1.9 | x | 11 | 7 | -2 | 0.5 | 0 | 96
COc1ccc(N2CCN(C(=O)CCc3nnc4ccc(N5CCC(C)CC5)nn34)CC2)cc1 | -3 | 7 | -1.8 | -1 | 10 | 25 | -2 | -1.8 | 1 | 99
Cc1ccsc1C(=O)N1CCCC(CO)(Cc2ccccc2)C1 (centres undefined) | 2 | -1 | -0.4 | 2 | 3 | -5 | -6 | 0.5 | -4 | 111
COC(=O)c1ccc(NC(=S)NC2CCc3ccccc32)cc1 (centres undefined) | -4 | -2 | 4.4 | 1 | -20 | 5 | -5 | 2.8 | -5 | 108
CC1(c2cnc(Nc3ccccc3)s2)CCC(=O)O1 (centres undefined) | 3 | 0 | -0.1 | 10 | 0 | -1 | -3 | -1.9 | -8 | 101
CCOc1ccc(Cn2ccnc2CCl)cc1[N+](=O)[O-] | 0 | -9 | -1.2 | x | 7 | 3 | -1 | 2.9 | -12 | 107
COc1ccc(-n2c(=O)c3ccccc3n(CC(=O)c3ccccc3)c2=O)cc1OC | -6 | -5 | -2.9 | -2 | 15 | 6 | 1 | 0.6 | -9 | 107
COc1ccc(CCNc2cn[nH]c(=O)c2Cl)cc1OC | -2 | -1 | -0.2 | -14 | 1 | -10 | 2 | -5.4 | -3 | 99
COc1ccc(CNc2ncnc3c2[nH]c2cc(OC)c(OC)cc23)cc1 | -1 | -3 | -0.5 | 1 | 3 | 1 | -4 | 0.3 | 1 | 111
N#C/C(=C/c1ccncc1)c1nc2ccccc2s1 | -1 | 12 | -1.3 | 14 | 6 | 12 | -10 | -0.1 | -33 | 92
CC(Oc1ccc(F)cc1Br)c1nc2ccccc2c(=O)[nH]1 (centres undefined) | -4 | -6 | 2.0 | 7 | -14 | 28 | -5 | 1.8 | -22 | 111
